POLK inh: blocks human DNA polymerase kappa activity. Q9UBT6. purified Pol kappa, fluorescent DNA synthesis assay, 10 min. Potency, µM (doses to about 107 µM), for inactives: at the highest dose activity, negative = inhibition, most hits filed as inhibitors. 400,000 compounds, 0.53% hits. AID 588579; further: potency means the concentration at half of the fitted maximal effect; on the % scale 0 is the no-effect control and ±100 the full control effect
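Pol kappa 10 nM + cpd, 15 min RT; start w/ substrate 50 nM final; fluorescence kinetic read, 0 and 10 min. Neg ctrl: buffer, no enzyme.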
GRP78 ERSR act: ER stress response induction in glioma; U87-MG GRP78 promoter luciferase reporter, 16 h; 420,000 compounds, 0.02% hits; Potency, µM, for the others: at the top dose activation, hits mostly activators; further: potency means the concentration at half of the fitted maximal effect; series mostly up to about 76 µM; % of control where 0% means no effect; nearly all actives have a fitted effect of over 35% in size
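ERSR induction read as luciferase luminescence (Bright-Glo, 10 min at room temperature) in stably transfected human U87-MG glioma cells exposed to compounds for 16 h, using GRP78 as sensor.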
Pol beta inh: blocks human DNA polymerase beta activity | P06746 | Pol beta primer extension/strand displacement, fluorescence kinetic | Potency, µM (doses to about 114 µM), inactives show at the highest dose activity change, negative = inhibition, most hits filed as inhibitors | 340,000 compounds, 1.3% hits; further: potency means the concentration at half of the fitted maximal effect; on the % scale 0 is the no-effect control and ±100 the full control effect
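Pol beta (10 nM) was preincubated with compound for 15 min at room temperature. The reaction was then started with 50 nM substrate and read immediately and after a further 10 min at room temperature.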
BLM inh: inhibitors of human Bloom syndrome helicase BLM; AID 2528; recombinant BLM DNA unwinding, fluorescence dequenching; Potency, µM (highest dose often 56.1 µM), without a hit: at the highest dose activity change, negative = inhibition, usual class: inhibitors; 350,000 compounds, 0.2% hits;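 further: potency means the concentration at half of the fitted maximal effect; plate controls were vehicle for no effect and no enzyme for full effect; nearly all actives have a fitted effect of over 35% in size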
LDHA block: blocks human lactate dehydrogenase A. P00338. purified LDHA, NADH/diaphorase-resazurin fluorescence; hits give low values. activity change, % (values are at about 110 or 230 µM). 480,000 compounds, 0.15% hits; in the data active means activity change below about -30%; inconclusive means mostly about -25% to -30%;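 further: plate controls were DMSO wells for no effect and wells without enzyme for full effect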
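Human LDH5 at 2 nM final in Tris HCl pH 7.4 with 0.06 mM NADH and 0.2 mM pyruvate, reacted 5 minutes at room temperature. Remaining NADH coupled via diaphorase/resazurin; resorufin fluorescence read at 0 and 20 minutes, normalized to enzyme-free and DMSO wells.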
POLH inh: blocks human DNA polymerase eta activity. Potency, µM (highest dose often 114 µM), without a hit: top-dose activity change, negative = inhibition, most hits filed as inhibitors. 390,000 compounds, 1.2% hits. recombinant Pol eta, fluorescent DNA replication assay. AID 588591. Q9Y253; further: potency means the concentration at half of the fitted maximal effect; on the % scale 0 is the no-effect control and ±100 the full control effect
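Fluorescent replication assay: 50 nM final substrate added after a 15 min room-temperature compound preincubation with 10 nM enzyme. Signal taken at 0 min and again at 10 min.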
Apoferritin bind: candidate novel general anesthetic via apoferritin binding; P02791; apoferritin/1-aminoanthracene competitive binding, fluorescence; Potency, µM (highest dose often 77.5 µM), for inactives: at the top dose activity change, negative = displacement, actives largely listed as inhibitors; 350,000 compounds, 0.074% hits; AID 485281; further: potency means the concentration at half of the fitted maximal effect; on the % scale 0 is the no-effect control and ±100 the full control effect; nearly all actives have a fitted effect of over 20% in size
Target sequence (P02791 2-175 limits assumed): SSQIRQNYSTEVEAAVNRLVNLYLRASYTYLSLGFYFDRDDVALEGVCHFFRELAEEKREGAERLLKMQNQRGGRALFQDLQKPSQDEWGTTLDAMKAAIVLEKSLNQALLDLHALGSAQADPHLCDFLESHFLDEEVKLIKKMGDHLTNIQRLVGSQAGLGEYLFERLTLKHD
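Horse-spleen apoferritin (10 uM) in 50% saturated 1-aminoanthracene in PBS was incubated 10 min at room temperature with compound. Fluorescence (ex 380, em 535 nm) was normalized to free and bound 1-AMA, with concentration-response fitted by a four-parameter Hill equation.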
APEX1 inh: blocks human APE1 abasic DNA cleavage. Potency, µM (titrated, usually from 65.8 µM), for inactives: top-dose activity change, negative = inhibition, actives largely listed as inhibitors. 350,000 compounds, 0.35% hits. P27695. recombinant APE1, TAMRA/BHQ-2 abasic DNA cleavage fluorescence;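 further: potency means the concentration at half of the fitted maximal effect; plate controls were vehicle for no effect and reference inhibitor for full effect; nearly all actives have a fitted effect of over 55% in size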
Target sequence (P27695 whole entry, looked up): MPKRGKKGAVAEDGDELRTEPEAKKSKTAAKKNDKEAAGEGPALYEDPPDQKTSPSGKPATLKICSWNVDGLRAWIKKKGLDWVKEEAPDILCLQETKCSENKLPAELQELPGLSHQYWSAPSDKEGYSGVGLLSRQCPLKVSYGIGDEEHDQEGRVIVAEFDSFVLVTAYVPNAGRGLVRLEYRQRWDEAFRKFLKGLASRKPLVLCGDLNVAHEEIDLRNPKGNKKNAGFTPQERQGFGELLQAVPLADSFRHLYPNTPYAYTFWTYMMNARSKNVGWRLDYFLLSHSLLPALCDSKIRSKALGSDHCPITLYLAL
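Incision of a quenched TAMRA/BHQ-2 THF abasic-site duplex (50 nM) by 0.75 nM APE1, after 15 min compound preincubation, measured as fluorescence increase over three 60 s reads. Values normalized to buffer, DMSO and NSC13755 control wells.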
Pol iota inh: inhibitors of human DNA polymerase iota. Pol iota fluorescent replication assay, 10 min. Potency, µM (top dose mostly 115 µM), inactives show top-dose activity, negative = inhibition, usual class: inhibitors. 390,000 compounds, 1% hits. AID 588590; further: potency means the concentration at half of the fitted maximal effect
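Pol iota at 10 nM preincubated 15 min with compounds at room temperature; reaction started with fluorescent substrate, 50 nM final. Fluorescence read kinetically at 0 and 10 min; buffer-only wells as negative control.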
Active calls of the source: *; ? = inconclusive; · = not tested or not shown; [ ] = another dose, or the depositor's remark. Unless noted, the call rests on the fitted dose curve; in most records, active means well fitted curve in the direction sought with a large enough effect; inconclusive means small, poorly fitted or top-dose-only effect, or another doubt; inactive means no such curve, though single readings can be large; an effect the other way counts as inactive or inconclusive.

canonical_smiles | POLK inh | GRP78 ERSR act | Pol beta inh | BLM inh | LDHA block | POLH inh | Apoferritin bind | APEX1 inh | Pol iota inh
CCc1ccccc1NC(=O)CCNS(=O)(=O)c1ccc2c(c1)CCN2C(=O)C1CC1 | -7%[60.1 µM] | -4% | -12% | -1% | 1 | -9% | -3% | · | 30%
O=C(Cc1cc2ccccc2o1)NCc1ccc(F)cc1 | 9% | 3% | 34% | -2% | -1 | -4% | -13% | 13% | 11%
O=C(/C=C/c1ccc(Br)cc1)N1CCN(c2cccc(C(F)(F)F)c2)CC1 | 1% | -4% | 29% | -6% | 1 | -17% | -16% | ? | 12%
O=S(=O)(c1ccc(Cl)cc1)N1CCSC1c1ccco1 (configuration not stated) | -10% | -2% | -30% | -13% | -1 | -16% | -19% | -11% | -6%
COc1cc(OCC(=O)NC(C)C)cc2c1C(=O)O[C@@H](C)CCCC(=O)CCCCC2 | -23% | -2% | -5% | 0% | -2 | -7% | 7% | 27% | -2%
CCCCn1c(N)c(N(C)C(=O)c2cccc(-n3cnnn3)c2)c(=O)[nH]c1=O | -11% | -5% | · | · | -18 | -20% | · | 27% | 48%[activator]
COc1ccc(OC)c(CNC(=O)C2CCN(c3ncnc4c3nc3n4CCCCC3)CC2)c1 | -9% | 0% | -2% | 0% | 0 | 9% | -14% | · | -7%
COc1ccc(OC)c(NC(=O)c2ccc(OC3CSC3)cc2)c1 | 0% | 2% | -3% | -11% | 3 | -17% | -5% | -8% | 141%[activator]
CCOC(=O)c1cccc(NC(=O)C2CCCN2S(=O)(=O)c2cccc3cccnc23)c1 (configuration not stated) | 6% | 2% | ? | -26% | -7 | 2% | -8% | -6% | ?
O=c1c2cn(Cc3ccccc3)c3ccccc3c-2nn1Cc1ccc(F)cc1Cl | 0% | -2% | 11% | 2% | -7 | -6% | 3% | 16% | 28%
Cc1onc(-c2ccccc2)c1C(=O)Nc1ccc(S(=O)(=O)NC(C)(C)C)cc1 | -2% | -1% | -1% | -3% | -6 | -22% | -14% | 1% | 29%
O=C(CCc1nc2ccccc2s1)N1CCN(c2ccccc2)CC1 | 0% | 1% | 12% | -3% | 2 | -9% | -13% | -3% | -5%
CCCn1c2c(c(O)c(C(=O)NCc3ccccc3)c1=O)CCCC2 | -10% | 0% | 26% | -9% | -5 | 5% | -1% | -3% | 4%
CC(=O)OCCCNc1cc(Sc2ccc(Cl)cc2)c2nonc2c1[N+](=O)[O-] | -19% | 13% | 8% | ? | 16 | -1% | -4% | 6% | 19%
CCCOc1ccc(CNC(=O)c2ccc3nc(N4CCOCC4)sc3c2)cc1 | 2% | -3% | 3% | -11% | -3 | -7% | -4% | 48%[activator] | 22%
CS(=O)(=O)N1CCC(C(=O)Nc2ccc(C(F)(F)F)cc2)CC1 | -12% | -7% | 7% | -2% | -3 | -13% | -6% | 4% | 127%[activator]
Cc1ccc(C(C)(C)C)c(OCCCn2ccnc2)c1 | -11% | -4% | 4% | -6% | -14 | -20% | ? | 1% | 178%[activator]
COc1ccc(NC(=O)Cn2c(SCc3cc(C)ccc3C)nc3ccncc32)c(OC)c1OC | -14% | 19% | 0% | -9% | 5 | -23% | ? | · | 29%
Cc1ccc(OCC(=O)Nc2ccccc2C(=O)OCc2cc(=O)n3c(C)csc3n2)cc1 | -3%[60.1 µM] | 0% | 12% | -13% | 0 | 1% | 3% | · | -7%
CCCCNC(=O)C(C#N)c1nc2ccccc2nc1N1CCN(Cc2ccc3c(c2)OCO3)CC1 (configuration not stated) | -3% | -2% | · | · | 0 | -13% | · | · | 3%
CCC(C)C(=O)N1CCCC(c2nc(-c3cccs3)no2)C1 (configuration not stated) | 1% | -1% | 5% | 1% | -4 | 9% | 0% | -3% | 3%
Cc1ccc(OCCCC(=O)NC(C)c2ccccc2)cc1 (configuration not stated) | 1% | -5% | -2% | -2% | 0 | -12% | ? | 5% | 0%
COc1ccc(C2(NC(C)=O)CCN(C(=O)c3cccs3)CC2)cc1 | 1% | 0% | -15% | 2% | -13 | -17% | -5% | -2% | 2%
O=C(c1ccco1)N1CCN(CC(=O)N(C2CCCCC2)C2CCS(=O)(=O)C2)CC1 (configuration not stated) | 15% | -7% | -16% | 1% | 1 | -10% | -4% | 13% | -7%
CCOC(=O)C1=C(CC)Nc2ccccc2N=C1NC(=O)c1ccc(S(=O)(=O)N(C)C)cc1 | -11% | 3% | -1% | -18% | -5 | -8% | -21% | 5% | ?
O=C(CSc1nnc(NC(=O)NC2CCCCC2)s1)Nc1ccccc1F | 3%[60.1 µM] | 4% | ? | 0% | 2 | -16% | -15% | · | -6%
Cc1ccc(Cc2nc(-c3ccncc3)no2)cc1 | 5% | 6% | 2% | 0% | 1 | -8% | -15% | 1% | -21%
NC(=O)c1ccccc1OC1CCC1 | 0% | -8% | 13% | -3% | -5 | -10% | -5% | 0% | 64%[activator]
CCn1cc(S(=O)(=O)Nc2ccc3c(c2)OCCO3)cn1 | -8% | -6% | 30% | -4% | -10 | 5% | -9% | 5% | 91%[activator]
CC(=O)N(CCC1(C(C)C)CCOC(C)(C)C1)Cc1ccco1 (configuration not stated) | -19% | -2% | 2% | -7% | 3 | -11% | -13% | 5% | 23%
CCCCN(CC(=O)NC(C)(C)C)C(=O)C(=O)Nc1ccc2c(c1)OCCO2 | -8% | 0% | -13% | 5% | -11 | -14% | -7% | 11% | 103%[activator]
Cc1ccc(C(=O)CCC(=O)Nc2cc(C)ccn2)cc1 | -21% | -1% | · | · | -2 | -9% | · | -9% | 3%

Next part, starting with the last 5 of the part before.
canonical_smiles | POLK inh | GRP78 ERSR act | Pol beta inh | BLM inh | LDHA block | POLH inh | Apoferritin bind | APEX1 inh | Pol iota inh
NC(=O)c1ccccc1OC1CCC1 | 0% | -8% | 13% | -3% | -5 | -10% | -5% | 0% | 64%[activator]
CCn1cc(S(=O)(=O)Nc2ccc3c(c2)OCCO3)cn1 | -8% | -6% | 30% | -4% | -10 | 5% | -9% | 5% | 91%[activator]
CC(=O)N(CCC1(C(C)C)CCOC(C)(C)C1)Cc1ccco1 (configuration not stated) | -19% | -2% | 2% | -7% | 3 | -11% | -13% | 5% | 23%
CCCCN(CC(=O)NC(C)(C)C)C(=O)C(=O)Nc1ccc2c(c1)OCCO2 | -8% | 0% | -13% | 5% | -11 | -14% | -7% | 11% | 103%[activator]
Cc1ccc(C(=O)CCC(=O)Nc2cc(C)ccn2)cc1 | -21% | -1% | · | · | -2 | -9% | · | -9% | 3%
O=C(CSc1cccc[n+]1[O-])Nc1ccc([N+](=O)[O-])cc1Cl | 2% | 0% | 1% | -1% | -12 | -15% | -3% | -1% | 175%[activator]
Cc1ccc(S(=O)(=O)NCCC(=O)N2CCC(C(N)=O)CC2)cc1C | 2% | -3% | · | · | -6 | 6% | · | 9% | 24%
Cc1ccc2c(c1)N(C(=O)Nc1ccc(Br)cc1F)CCO2 | 1% | -2% | 0% | -2% | -1 | -1% | 4% | · | 22%
Cc1cccc(C)c1NC(=O)CCCSc1nc2ccccc2s1 | -2% | 0% | 1% | -1% | -4 | -14% | 4% | ? | -4%
CCOC(=O)C(=CNc1ccc(N2CCCCC2)c(S(=O)(=O)Nc2ccccc2OC)c1)C(=O)OCC | -6% | -3% | · | · | -3 | -12% | · | · | 14%
COc1ccc(C(=O)NCC(=O)Nc2ccc(-c3ccccc3)cc2)cc1 | 1% | 4% | ? | -2% | -4 | -11% | 2% | 27% | 22%
CC[C@@]1(C(=O)OC)N[C@H](CN(C)C(=O)Nc2ccc(C)cc2)[C@@H]2C(=O)N(Cc3ccccc3)C(=O)[C@@H]21 | 5% | 1% | · | · | 2 | -11% | · | -10% | 0%
O=S(=O)(c1ccc(Cl)nc1)N1CCCCC1 | -4% | -3% | ? | -3% | -21 | 7% | -3% | 35% | 10%
COc1ccc(N(CC(=O)Nc2ccccc2C(F)(F)F)C2=NC3CS(=O)(=O)CC3S2)cc1 (configuration not stated) | 3% | -5% | -11% | 0% | -2 | -24% | -21% | 7% | 12%
COC(=O)c1ccc(CNC(=O)CSC(C)C(=O)Nc2cc(C)on2)cc1 (configuration not stated) | 6% | 1% | · | · | -3 | -15% | · | 4% | 67%[activator]
COCCn1c(=O)c(-c2ccccc2)nc2cnc(Nc3ccccc3)nc21 | 1%[60.1 µM] | -1% | · | -2% | · | · | · | 4% | ·
N#C/C(=C\c1c(F)cccc1Cl)c1nn(-c2ccccc2)c(-n2cccc2)c1C#N | -10% | 0% | 3% | -14% | -8 | -20% | -8% | -1% | 33%[activator]
O=C(c1cccc(S(=O)(=O)N2CCOCC2)c1)N(CCc1ccccc1)Cc1ccccc1 | -6% | -4% | · | · | -4 | -26% | · | -10% | 20%
Cc1cc(C)c(C#N)c(Cl)n1 | -3% | -1% | 1% | 4% | -8 | 2% | -6% | 4% | 12%

An excerpt; count on the stated rates, not on these rows.
